ZTA counter: ZTA (EBV) inhibition in EBNA-1 counter-screen. P03206. ZTA-DNA binding, fluorescence polarization. inhibition, % at 11 µM. 320,000 tested, 0.15% active. AID 2234; in the data active means inhibition above about 33%
PP5 primary: PP5 (human) phosphatase inhibition; P53041; purified PP5c, OMFP substrate fluorescence; inhibition, % at 6.7 µM; 320,000 tested, 0.18% active; AID 1987;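 active means inhibition above the campaign's mean inhibition across all tested compounds plus 3 SD, cut at about 9.5% in these data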;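 further: 0% = DMSO only and 100% = 100 µM cantharidin control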
Fh CTSL1 inh: counter-screen for PFM18AAP inhibitors: inhibitors of F. hepatica cathepsin L1 | 300,000 tested, 0.49% active | AID 1906 | recombinant F. hepatica cathepsin L1, Z-Leu-Arg-MCA fluorescence | inhibition, % at 5.96 µM;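 active means inhibition above the mean of all tested compounds plus 3 SD, set per screening campaign, cut at about 17% in these data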;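 further: 0% = plate median of test compound wells and 100% = 1 µM Z-Phe-Ala-diazomethylketone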
core dimer inh: blocks dimerization of HCV core protein. 300,000 tested, 0.33% active. TR-FRET GST/Flag-core106 dimerization, 1536-well. AID 1899. inhibition, % at 5 µM;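 active means inhibition above the mean of all tested compounds plus 3 SD, set per screening campaign, cut at about 45% in these data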
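Test system: GST/Flag-tagged HCV core106 proteins; Medium: KF-containing HEPES buffer, pH 7.45, DTT, CHAPS, BSA; Times: compound-protein-antibody incubation 4 h at 22.5 °C; Detection: TR-FRET 671 and 617 nm emission; Benchmarks: wells lacking GST-core106 and wells with excess unlabelled core106.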
Efflux pump inh: antifungal efflux pump inhibition, Nile Red retention; S. cerevisiae Candida pump triplex; inhibition, % at 10 µM; 330,000 tested, 0.44% active;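 active means plate passing quality check with inhibition over a set limit, or well fluorescence over plate mean plus 4 SD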;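 further: Nile Red retained in pooled yeast measured as flow cytometry median fluorescence; 0% = buffer negative control and 100% = Enniatin B positive control; higher means more Nile Red kept so more efflux inhibition; some compounds called inactive have numbers as strong as hits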
TPT1 inhibitor: blocks Candida albicans tRNA 2'-phosphotransferase; recombinant caTPT1, FP RNA substrate dephosphorylation; inhibition, % at 5 µM; 300,000 tested, 0.81% active;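 active means inhibition above the mean of all tested compounds plus 3 SD, set per screening campaign, cut at about 24% in these data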;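 further: plate controls were DMSO alone for no effect and ferristatin control at 100 nM for full effect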
PP1 inh: counter-screen for PP5 inhibitors: inhibitors of human PP1-alpha. P62136. purified PP1alpha, OMFP fluorescence. inhibition, % at 6.7 µM. 320,000 tested, 0.9% active. AID 2235;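 active means inhibition above the mean inhibition of all tested compounds plus 3 SD, computed separately for each screening campaign, cut at about 15% in these data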
EBNA-1 inh: blocks EBNA-1 binding to DNA | 300,000 tested, 0.34% active | EBNA-1 DNA binding, fluorescence polarization | AID 1950 | inhibition, % at 14.8 µM; in the data active means inhibition above about 28%
PREPL inh: inhibitors of human prolyl oligopeptidase-like enzyme PREPL; recombinant PREPL, fluorescence polarization activity-based probe; inhibition, % at 5.96 µM; 320,000 tested, 0.68% active; AID 2751; in the data active means inhibition above about 43%;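 further: 0% = enzyme with DMSO and 100% = wells lacking enzyme; many of its hits are not listed in these tables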
Active calls of the source: *; x = no result given.

SMILES | ZTA counter | PP5 primary | Fh CTSL1 inh | core dimer inh | Efflux pump inh | TPT1 inhibitor | PP1 inh | EBNA-1 inh | PREPL inh
COc1cc(NC(=O)CCc2nnc3ccc(N4CCC5(CC4)OCCO5)nn23)cc(OC)c1 | 1 | 2.9 | -1 | -14 | 0.1 | 7 | -4 | -12 | 9
CC(=O)c1c(C)[nH]c(C(=O)CSc2nnc3ccccn23)c1C | -7 | 2.6 | 5 | 2 | 0.3 | 3 | -4 | -11 | 8
COc1cc(OC)cc(-c2c(-c3cccs3)c3cc(-c4ccc5[nH]ccc5c4)ccc3n2C)c1 | 19 | -0.1 | x | x | 0.0 | x | -10 | x | 6
O=C(NC(=S)Nc1ccccc1Cl)c1cnn2c(C(F)(F)F)cc(C(F)(F)F)nc12 | 25 | 0.4 | 2 | 0 | -0.1 | -1 | -3 | -1 | 0
O=C(Nc1ccc(S(=O)(=O)NC2=NCCCCC2)cc1)c1cc(S(=O)(=O)N2CCOCC2)ccc1F | 2 | 1.3 | -1 | 8 | 0.0 | -2 | 0 | 0 | 2
CCOC(=O)CCCCCN(Cc1ccccc1)S(=O)(=O)c1ccc([N+](=O)[O-])cc1 | 3 | 2.5 | -1 | -1 | 0.5 | 2 | 3 | -16 | 7
Cc1cc(N2CCCCC2)n2ncc(-c3ccccc3)c2n1 | 1 | 2.2 | 3 | -9 | 0.0 | 0 | 0 | -1 | 15
O=C(CSc1ccccc1)Nc1ccc2c(c1)OCCO2 | -4 | 3.9 | 0 | -4 | 0.1 | 1 | -3 | -3 | 6
O=C(COC(=O)/C=C/c1ccc(Cl)cc1Cl)NCc1ccco1 | 6 | 0.6 | -7 | 5 | 0.1 | 1 | -3 | -6 | 1
CCOc1ccc(NC(=O)CCS(=O)(=O)c2cccc3nsnc23)cc1 | -2 | 0.6 | -20 | -5 | -0.3 | -4 | 0 | 3 | 19
O=C(NCCNC(=O)c1ccccn1)c1ccccc1 | -2 | -7.7 | -6 | -10 | 0.0 | -2 | -5 | -15 | 0
Cc1cc(CCN2CCC(=O)NC2=O)ccc1OC(C)C | 2 | 4.5 | -4 | 2 | -0.2 | -3 | 0 | -3 | -15
C=CCN1C(=Nc2ccccc2)SC/C1=C\C(=O)OC | -1 | 2.3 | -1 | -6 | 0.0 | -3 | -2 | 6 | -6
CN1CCN(C(=O)C2=C[C@H](C3CCCCC3)C[C@H](OCc3ccc(CO)cc3)O2)CC1 | -3 | 0.6 | 0 | -3 | 0.0 | -2 | -3 | -1 | 5
Cc1ccc2c(c1)-c1ccccc1S(=O)(=O)N2 | 9 | 0.2 | -1 | -1 | 0.0 | 1 | -3 | 9 | -4
c1cncc(-c2cnc3ccccc3c2)c1 | 4 | -3.9 | x | x | -0.2 | x | 1 | x | -71
CN(C)CCNS(=O)(=O)c1ccc2c3c(cccc13)C(=O)N2 | -15 | 3.2 | 2 | -9 | -0.1 | -2 | 0 | -3 | -13
COc1cccc(N(CC(=O)NCc2ccccc2)C(=O)CCC(=O)Nc2nccs2)c1 | 5 | 0.7 | 1 | 7 | -0.1 | -2 | -1 | 12 | -2
C/C(CC(=O)Nc1cccc2c1CCCC2)=N\NC(=O)COc1ccccc1 | 11 | -0.2 | -1 | 1 | 0.3 | -3 | -3 | 13 | -2
COC(=O)C1=C(O)C2(C(=O)O)CC(C(=O)OC)=C(O)C(C(=O)O)(C1)C2 | -10 | 3.0 | -7 | -2 | 0.1 | 5 | 0 | -7 | 3
CCn1ccc(C(=O)Nc2ccc(Cl)cn2)n1 | 12 | -0.3 | -1 | 3 | 0.0 | -4 | -2 | 8 | 5
COc1ccc(C(=O)n2cnc3ccccc32)cc1Br | 6 | 0.6 | -1 | -1 | 0.0 | 1 | -2 | -9 | -4
O=C(CSc1nc2c(sc3ccccc32)c(=O)n1CCCN1CCOCC1)NC1CCCC1 | 17 | -0.2 | 3 | -3 | 0.1 | 0 | 0 | 19 | 2
N#Cc1c(-c2cccs2)cc(-c2cccs2)[nH]c1=O | -16 | -0.8 | 1 | 6 | 0.5 | -1 | 0 | -5 | 11
N#C/C(=C\c1cn(Cc2ccccc2F)c2ccccc12)C(=O)NCc1ccco1 | 6 | 0.7 | 0 | 19 | 0.2 | 1 | -4 | 62* | -17

Given in markdown: part of the list above
| compound | ZTA counter | PP5 primary | Fh CTSL1 inh | core dimer inh | Efflux pump inh | TPT1 inhibitor | PP1 inh | EBNA-1 inh | PREPL inh |
| --- | --- | --- | --- | --- | --- | --- | --- | --- | --- |
| COc1cccc(N(CC(=O)NCc2ccccc2)C(=O)CCC(=O)Nc2nccs2)c1 | 5 | 0.7 | 1 | 7 | -0.1 | -2 | -1 | 12 | -2 |
| Cc1cc(CCN2CCC(=O)NC2=O)ccc1OC(C)C | 2 | 4.5 | -4 | 2 | -0.2 | -3 | 0 | -3 | -15 |
| O=C(CSc1ccccc1)Nc1ccc2c(c1)OCCO2 | -4 | 3.9 | 0 | -4 | 0.1 | 1 | -3 | -3 | 6 |

More structures:
SMILES | ZTA counter | PP5 primary | Fh CTSL1 inh | core dimer inh | Efflux pump inh | TPT1 inhibitor | PP1 inh | EBNA-1 inh | PREPL inh
CSc1cccc(NS(=O)(=O)c2cc(Br)cnc2N)c1 | 13 | 1.4 | -5 | 2 | 0.1 | 2 | -4 | -5 | 12
COc1ccc(CCNC(=O)CN(c2ccccc2OC)S(=O)(=O)c2ccc(C)cc2)cc1 | -4 | 5.5 | 5 | 7 | -0.1 | 0 | -4 | -1 | 0
CCN1CCN(C(=O)c2ccccc2N(Cc2ccccc2)S(=O)(=O)c2ccc(C)cc2)CC1 | -2 | 0.8 | 0 | 0 | -0.1 | -3 | 1 | 13 | 5
COc1cc(OC)cc(C(=O)N[C@H](C(=O)OCC(=O)Nc2cccc(F)c2)C(C)C)c1 | -2 | 1.8 | -39 | 8 | -12 | -1 | -1 | 9 | -10
O=C(/C=C/c1ccc(Cl)cc1)N1CCN(Cc2ccccc2)CC1 | -16 | 3.2 | 0 | -8 | -0.1 | -3 | 2 | 5 | -17
CS(=O)(=O)N(CC(=O)N1CCc2ccccc2C1)c1ccccc1Br | -4 | -1.1 | 2 | -4 | -0.1 | 3 | -2 | 5 | -17
CN(CC1CCCN(CCc2ccc(Cl)cc2)C1)C(=O)c1ccco1 (centres undefined) | -13 | 0.6 | 6 | 2 | 0.2 | 2 | -3 | -11 | 14
O=C(OCC(=O)N1CCOCC1)c1ccccc1OCc1ccccc1 | 1 | -0.9 | x | x | 0.0 | x | -1 | x | 2
O=C(N/N=C\c1ccc(Sc2ccccn2)o1)c1cccc(F)c1 | 7 | -0.3 | -30 | -1 | 0.0 | -5 | -1 | 8 | 13
O=C1c2ccccc2C(=O)C12OC(c1ccccc1)C1(C(=O)c3ccccc3C1=O)C2c1ccc([N+](=O)[O-])cc1 (centres undefined) | 13 | 1.9 | 1 | 42 | 0.0 | 2 | 5 | 7 | -1
COc1nc(NCCc2ccc(OC)c(OC)c2)nc(Nc2ccccc2)n1 | 1 | 1.5 | 3 | 4 | -0.2 | -4 | -2 | 2 | 26
CCN1CCN(C(=O)CCc2nnc(CCc3ccccc3OC)o2)[C@@H](C)C1=O | 12 | 0.8 | 1 | -1 | 0.0 | 0 | -1 | 4 | -3
CCOc1ccc(NS(=O)(=O)c2ccc(C(=O)N(C)CCc3ccc(OC)c(OC)c3)cc2)cc1 | 6 | 2.1 | -3 | 0 | -0.2 | -2 | -4 | 3 | -4
CC(=O)Nc1ccc(Oc2nc(-c3cccnc3)nc3sc4c(c23)CCCC4)cc1 | -16 | 0.0 | 0 | 1 | 0.0 | -1 | -3 | 0 | 1
CC1CCC(C(=O)NC(C(=O)NCc2ccccn2)C(C)C)CC1 (centres undefined) | 4 | 3.2 | -2 | 3 | 0.0 | 4 | -10 | 8 | 5
CN(C(=O)CSc1nncc2ccccc12)C1CCCCC1 | -3 | -3.1 | 0 | 4 | 0.1 | 3 | -4 | -9 | 13
Cc1ccc(/C=N/NC(=O)c2ccc(C(=O)N/N=C/c3ccc(C)s3)o2)s1 | 16 | 0.2 | -1 | 3 | 0.0 | -1 | 0 | 12 | -6
N=c1sccn1CC(=O)Nc1ccc([N+](=O)[O-])cc1Cl | -7 | 0.9 | -4 | -3 | 0.0 | 3 | 0 | -2 | 16
Cc1ccc(N2CC(C(=O)Nc3nnc(SCC(N)=O)s3)CC2=O)cc1 (centres undefined) | 2 | 1.6 | 3 | 14 | 0.4 | -2 | 0 | 15 | -1
CC(=O)OC(C(=O)NC1CCCCC1)c1ccc(Cl)c(Cl)c1 (centres undefined) | -11 | -1.8 | -31 | -2 | 0.2 | -1 | 2 | -19 | 3
CCN(CC)S(=O)(=O)c1cc(NC(=O)c2ccc(Br)s2)ccc1C | 5 | 5.5 | -1 | 13 | 0.0 | -2 | 2 | -6 | 8
O=C(NC1CC1)C1=C[C@@H](c2csc3ccccc23)C[C@@H](OCCCCO)O1 | -2 | 0.2 | 10 | 9 | -0.1 | -3 | -3 | 10 | 13
O=C1NC(c2ccc(O)cc2)Nc2ccccc21 (centres undefined) | 0 | -2.7 | 2 | 2 | -0.1 | 0 | 2 | 10 | 2
CN1C(=O)CC(c2cn(Cc3ccccc3)c3ccccc23)C1=O (centres undefined) | 12 | -0.1 | 0 | 5 | 0.0 | 26* | 1 | -6 | 34
C/C(=N\NC(=O)c1nnn(-c2nonc2N)c1C(C)C)c1ccncc1 | -19 | -4.9 | 2 | -15 | 0.1 | -7 | 1 | -11 | 6

Going on with the list:
SMILES | ZTA counter | PP5 primary | Fh CTSL1 inh | core dimer inh | Efflux pump inh | TPT1 inhibitor | PP1 inh | EBNA-1 inh | PREPL inh
CCC(C)OC(=O)C1=C(C)O[C@]23OC(N)=C(C#N)[C@]12C(=O)c1ccccc13 (some centres undefined) | 2 | -0.3 | 0 | 4 | -0.1 | -1 | -1 | -2 | 10
COc1cc(/C=N/Nc2nc(=O)[nH]nc2C)cc(OC)c1O | 1 | -0.3 | 3 | -17 | -0.1 | 1 | -1 | 3 | -2
COc1cc(NC(=O)CN(C)S(=O)(=O)c2ccc(-c3ccc(=O)[nH]n3)s2)cc(OC)c1 | -12 | 2.3 | 2 | 22 | 0.0 | 1 | 7 | -12 | -8
CC(C)(C)N1CC(OC(N)=O)C1 | -8 | 0.7 | 2 | -7 | -0.2 | -3 | 3 | 13 | 5
Cc1noc2ncc(C(=O)c3cc(F)ccc3O)cc12 | 2 | -0.5 | 4 | -6 | -0.1 | 1 | 1 | -2 | -1
CCc1cccc(OCC(=O)Nc2cc(S(=O)(=O)N3CCOCC3)ccc2N2CCCC2)c1 | 2 | 2.8 | 0 | 14 | -0.2 | 2 | 5 | -7 | 4
CCCC1=Nc2cc(C(=O)NCCCOCC)ccc2Sc2ccccc21 | -19 | -4.9 | 8 | -7 | 0.1 | 9 | 2 | -5 | -19
COc1ccc(N2CCN(CCCNC(=S)Nc3c(C)cccc3C)CC2)cc1 | -14 | -2.6 | 1 | -3 | 0.0 | -1 | -1 | 2 | 12
CCCCCn1c(CNC(=O)c2cccs2)nc2ccccc21 | -9 | 2.8 | -2 | 6 | 0.0 | -9 | 3 | 6 | 0
CCOc1cc(N2CCOCC2)c(OCC)cc1NC(=O)[C@H](C)NC(=O)c1ccco1 | -9 | 4.0 | -1 | 1 | -0.1 | -1 | 0 | 14 | -8
COc1ccc(-c2nc(CN3CCC(C(=O)NC4CCCC4)CC3)c(C)o2)cc1OC | 13 | -2.2 | -2 | -8 | 0.0 | 1 | 0 | 5 | 11
CN(CC(=O)Nc1ccc2c(c1)CCC2)CC(=O)Nc1ccccc1Br | -21 | 1.6 | -1 | -3 | 0.0 | -3 | 6 | -11 | -14
COc1ccc(NS(=O)(=O)c2cc(N/C(=N\S(=O)(=O)c3ccccc3)c3ccc(F)cc3)ccc2Cl)cc1 | 0 | 4.0 | -1 | 23 | -0.8 | 1 | 4 | 1 | -6
O=C(Nc1ccc(F)cc1)C1=CC(=O)N2CCN=C2S1 | -11 | 4.1 | -2 | -1 | 0.1 | -3 | -2 | 6 | -7

An excerpt; count on the stated rates, not on these rows.
